Assay outcomes: PubChem BioAssay, Sanford-Burnham Center for Chemical Genomics
H9c2 TAG inh: inhibitors of triacylglycerol accumulation, primary screen, cell-based, uHTS, fluorescence, H9c2; H9c2 cells, Nile Red lipid (TAG) fluorescence; cells loaded with 200 µM oleic acid; inhibition, % at 12.5 µM; actives 0.66% (n = 230,000);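 active = pattern-corrected inhibition of lipid staining of at least 50% with the nuclear-stain viability signal not falling by more than 50%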;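 note: 0% = DMSO wells and 100% = triacsin C control wells; some results filed as inactive read as strong as hits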
H9c2 TAG inh DAPI viability: second read-out of H9c2 TAG inh, no call of its own (marks repeat the call); DAPI nuclei signal change (viability), lower = more cytotoxic, %;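 whole-well DAPI fluorescence read on a plate reader as a viability signal; minus 50 percent equals half of cells still viable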
Numbers without * were called inactive; & = joins results of further samples. These rows are one share of the data, so the mix of outcomes need not match the whole.

[1] Nc1c2ccccc2nc2ccccc12
  H9c2 TAG inh: 54*; H9c2 TAG inh DAPI viability: 3.0*

[2] CCN(CCCCOC(=O)c1ccc(OC)c(OC)c1)C(C)Cc1ccc(OC)cc1 (stereo not given)
  H9c2 TAG inh: 1; H9c2 TAG inh DAPI viability: 5

[3] CN(C)c1ccc2nc3ccc(=[N+](C)C)cc-3sc2c1
  H9c2 TAG inh: 35; H9c2 TAG inh DAPI viability: -22

[4] O=C(O)Cc1cn(-c2ccccc2)nc1-c1ccc(Cl)cc1
  H9c2 TAG inh: 4; H9c2 TAG inh DAPI viability: -12

[5] C=C[C@H]1CN2CCC1C[C@H]2[C@H](O)c1ccnc2ccc(OC)cc12 (stereo not given in full)
  H9c2 TAG inh: 5; H9c2 TAG inh DAPI viability: 5

[6] CN(C)CC/C=C1/c2ccccc2COc2ccc(CC(=O)O)cc21
  H9c2 TAG inh: -5; H9c2 TAG inh DAPI viability: -3

[7] Cc1scc2c1N(C(=O)CN1CCN(C)CC1)c1ccccc1NC2=O
  H9c2 TAG inh: -2; H9c2 TAG inh DAPI viability: -6

[8] O=C(O)Cc1sc(-c2ccccc2)nc1-c1ccc(Cl)cc1
  H9c2 TAG inh: -6; H9c2 TAG inh DAPI viability: 6

[9] CC(=O)OCC(=O)[C@@]1(O)CC[C@H]2[C@@H]3CCC4=CC(=O)C=C[C@]4(C)[C@@]3(F)[C@@H](O)C[C@@]21C
  H9c2 TAG inh: 21; H9c2 TAG inh DAPI viability: 14

[10] CC[C@]12CCCN3CCc4c(n(c5ccccc45)[C@](O)(C(=O)OC)C1)[C@@H]32
  H9c2 TAG inh: 6; H9c2 TAG inh DAPI viability: -1

Reformatted: entries from further up
cpd | molecule | H9c2 TAG inh | H9c2 TAG inh DAPI viability
3 | CN(C)c1ccc2nc3ccc(=[N+](C)C)cc-3sc2c1 | 35 | -22
4 | O=C(O)Cc1cn(-c2ccccc2)nc1-c1ccc(Cl)cc1 | 4 | -12
5 | C=C[C@H]1CN2CCC1C[C@H]2[C@H](O)c1ccnc2ccc(OC)cc12 (stereo not given in full) | 5 | 5
6 | CN(C)CC/C=C1/c2ccccc2COc2ccc(CC(=O)O)cc21 | -5 | -3
7 | Cc1scc2c1N(C(=O)CN1CCN(C)CC1)c1ccccc1NC2=O | -2 | -6
8 | O=C(O)Cc1sc(-c2ccccc2)nc1-c1ccc(Cl)cc1 | -6 | 6
9 | CC(=O)OCC(=O)[C@@]1(O)CC[C@H]2[C@@H]3CCC4=CC(=O)C=C[C@]4(C)[C@@]3(F)[C@@H](O)C[C@@]21C | 21 | 14

(list continues)
[11] CC(C)(C)NCC(O)COc1cccc2c1C[C@H](O)[C@H](O)C2 (stereo not given in full)
  H9c2 TAG inh: 6; H9c2 TAG inh DAPI viability: -1

[12] O=C1c2c(O)ccc(O)c2C(=O)c2c(NCCNCCO)ccc(NCCNCCO)c21
  H9c2 TAG inh: 144&144; H9c2 TAG inh DAPI viability: -97&-106

[13] CCC(C(=O)Nc1ccccc1N1CCCC1)c1ccccc1 (stereo not given)
  H9c2 TAG inh: -7; H9c2 TAG inh DAPI viability: -8

[14] C[C@H](CCC(=O)O)[C@H]1CC[C@H]2[C@@H]3[C@H](O)C[C@@H]4C[C@H](O)CC[C@]4(C)[C@H]3CC[C@]12C
  H9c2 TAG inh: 4; H9c2 TAG inh DAPI viability: 5

[15] Cn1ccc2cc3c(cc21)CCN3C(=O)Nc1cccnc1
  H9c2 TAG inh: 1; H9c2 TAG inh DAPI viability: 6

[16] Cc1c(C)n(Cc2ccccc2)c2ccc(C(=O)OCCN(C)C)cc12
  H9c2 TAG inh: -18; H9c2 TAG inh DAPI viability: 17

[17] CCc1ccccc1OC[C@@H](O)CN[C@H]1CCCc2ccccc21
  H9c2 TAG inh: 3; H9c2 TAG inh DAPI viability: 15

[18] O=C(Nc1cc(-c2ccccc2)nn1-c1ccccc1F)c1ccc([N+](=O)[O-])cc1
  H9c2 TAG inh: -7; H9c2 TAG inh DAPI viability: 4
